EphA4 KYL inhibition: inhibitors of EphA4 binding to KYL peptide, primary screen, biochemical, colorimetric, mouse EphA4 (AID 689) | EphA4-AP binding to KYL peptide, pNPP A405; higher % means a stronger effect | one-dose inhibition, % at 10 µM; IC50 in µM for titrated hits | 0.1% of 62,000 active; in the data active = a potency from the dose series; inactive = the rest, 99 in 100 with inhibition below about 22%
An asterisk follows results filed as active; & = joins results of further samples.

SMILES | EphA4 KYL inhibition
CC(C)(C)n1nnnc1C(c1cccnc1)N1CCN(C2CCCCC2)CC1 (stereo unspecified) | 2%
CC(=O)Nc1cc(C(C)C)c(O)c(C(C)C)c1 | -11%
Cc1cc2ncn(CC(=O)N3CCOCC3)c2cc1C | 8%
CC(C)(CN1CCOCC1)NS(=O)(=O)c1ccccc1 | 9%
CCOc1ncccc1C(=O)NCC1COc2ccccc2O1 (stereo unspecified) | 5%
CC(C)(CO)N=C1NS(=O)(=O)c2ccccc21 | -9%
Cc1ccc(C(=O)c2cccc(NC(=O)CC(C)C)c2)cc1C | -5%
CCN(CC)S(=O)(=O)c1cccc(-c2nnc(SCCCC(=O)c3ccccc3)o2)c1 | 1%
O=[N+]([O-])c1ccccc1OCCCCN1CCCCC1 | -12%
O=C(NC(Cc1ccc(O)cc1)C(=O)O)/C(=C/c1ccccc1)NC(=O)c1ccccc1 (stereo unspecified) | -6%
Cc1cc(NC(=O)COc2ccc3oc4ccccc4c3c2)no1 | -4%
O=C(Nc1ncnc2c1ncn2C1OC(COC(=O)c2ccccc2)C(F)C1O)c1ccccc1 (stereo unspecified) | -9%

Brought forward from above: 5 entries, followed by the next part.
SMILES | EphA4 KYL inhibition
CCN(CC)S(=O)(=O)c1cccc(-c2nnc(SCCCC(=O)c3ccccc3)o2)c1 | 1%
O=[N+]([O-])c1ccccc1OCCCCN1CCCCC1 | -12%
O=C(NC(Cc1ccc(O)cc1)C(=O)O)/C(=C/c1ccccc1)NC(=O)c1ccccc1 (stereo unspecified) | -6%
Cc1cc(NC(=O)COc2ccc3oc4ccccc4c3c2)no1 | -4%
O=C(Nc1ncnc2c1ncn2C1OC(COC(=O)c2ccccc2)C(F)C1O)c1ccccc1 (stereo unspecified) | -9%
O=C1/C(=C/c2ccccc2)CSc2sccc21 | -5%
Cc1ccc(S(=O)(=O)NCCNc2ccc([N+](=O)[O-])cc2Cl)cc1 | 2%
CCOc1ccc(N(CC(=O)N(C)C)S(=O)(=O)c2ccc(SC)cc2)cc1 | 13%
COc1ccc(N2CCN(CCCNC(=O)CCCn3c(=O)[nH]c4ccsc4c3=O)CC2)cc1 | -16%
O=C(CN1CCN(Cc2ccccc2F)C1=O)NCCc1ccc(Cl)cc1 | -11%
C=C(C)COc1ccc(-c2[nH]ncc2-c2ccccc2)c(O)c1 | -4%
CCCOc1ccc(C(O)C(CN2CCOCC2)c2ccccc2)cc1 (stereo unspecified) | -16%
CCc1cc(=O)oc2c(C)c(O)c(CN(C)C)cc12 | -4%
N#Cc1nc(-c2ccco2)oc1NCCCN1CCOCC1 | -11%
CC(C)(C)c1nc2ccccc2c2nnc(SCC(=O)Nc3nccs3)n12 | -2%
CC(=O)C(C1=NC(C)(C)Cc2cc(C)c(C)cc21)c1ccccc1 (stereo unspecified) | 9%
CN1C(=O)c2cccc(NC(=O)CCc3ccccc3)c2C1=O | -6%

Reformatted in CSV form: 3 of the compounds above.
SMILES,EphA4 KYL inhibition
CCOc1ncccc1C(=O)NCC1COc2ccccc2O1 (stereo unspecified),5%
N#Cc1nc(-c2ccco2)oc1NCCCN1CCOCC1,-11%
O=C(CN1CCN(Cc2ccccc2F)C1=O)NCCc1ccc(Cl)cc1,-11%

(continued)
SMILES | EphA4 KYL inhibition
CSc1ccccc1NS(=O)(=O)c1ccccc1 | 4%
Cc1cc(Cl)ccc1OCC(=O)Nc1nc(-c2cccs2)cs1 | -4%
CC(=O)Nc1ccc(NS(=O)(=O)Cc2ccccc2)cc1 | -22%&2%
COc1ccc(C2(NC(C)=O)CCN(C(=O)c3ccco3)CC2)cc1 | 4%
Cc1ccc(OCC(=O)Nc2ccc(I)cc2Cl)cc1C | -7%
COc1ccccc1NC(=O)N1CCCC1C(=O)NCc1ccc(F)cc1 (stereo unspecified) | -4%
COc1ccc(OC)c(-n2c(=S)[nH]c3cc(C(=O)NCCCN4CCCC4=O)ccc3c2=O)c1 | -7%
COc1ccc(-c2cc(C(F)(F)F)nc(N3CCCCCC3)n2)cc1 | -1%
Cc1ccc(C2(C)NC(=O)N(CCOc3ccccc3)C2=O)cc1 (stereo unspecified) | -14%
O=C(Nc1cccnc1)c1ccccc1F | -13%
Cc1ccc(-c2noc(CCC(=O)N3CCCC3)n2)cc1 | -13%
C=CCn1c(SCC(=O)NC(=O)NCc2ccco2)nc2sc(C)c(C)c2c1=O | -4%

Three of the entries above in order of the EphA4 KYL inhibition value, lowest first:
SMILES | EphA4 KYL inhibition
O=C(Nc1cccnc1)c1ccccc1F | -13%
Cc1cc(Cl)ccc1OCC(=O)Nc1nc(-c2cccs2)cs1 | -4%
COc1ccc(C2(NC(C)=O)CCN(C(=O)c3ccco3)CC2)cc1 | 4%

(listing goes on)
SMILES | EphA4 KYL inhibition
CC(=O)c1ccc(OCC(=O)NC2CCS(=O)(=O)C2)cc1 (stereo unspecified) | -14%
CC(C)(C)c1ccc(-c2nnc(SCC(=O)O)n2N)cc1 | -35%
O=C(CCc1ccccc1)NNC(=O)c1ccco1 | 12%
CC1=C(C(=O)OC(C)C)C(C)NC(=O)N1 (stereo unspecified) | 1%
CCCCCOC(=O)NCCOC(=O)Nc1ccc(C(=O)OCC)cc1 | -10%
CNC(=O)CC(=O)Nc1ccccc1C(=O)O | -2%
Cc1cc(C=C2C(=O)c3ccccc3C2=O)c(C)n1-c1ccccc1 | 26%
CCOC(=O)/C=C(\C)Nc1cc(C)nn1-c1ccccc1 | 9%
CCOc1cc(C(=S)N2CCOCC2)ccc1OC(=O)c1cccc([N+](=O)[O-])c1 | 0%
COc1ccccc1C1=NN(C(=O)CCC(=O)O)C(c2ccc(Br)cc2)C1 (stereo unspecified) | 0%
CCOC1=NC(C(=O)O)c2ccccc2/C(=C(/C)Cl)N1 (stereo unspecified) | -6%
CC1(C)CC(O)(CNCc2ccc3c(c2)OCO3)CCO1 (stereo unspecified) | 0%
O=C(Nc1ccccc1)N1CCOCC1 | -12%
CCc1ccc2c(CN3CCN(S(=O)(=O)c4ccc5c(c4)OCCO5)CC3)cc(=O)oc2c1 | -10%
CCOC(=O)N1CCN(C(=O)c2cccc(-n3c(=S)[nH]c4cc(Cl)ccc4c3=O)c2)CC1 | 0%
COc1ccc(N2CN=C3SC(CO)(CO)C(=O)N3C2)cc1 | -9%
O=C(NC(NC1CCS(=O)(=O)C1)C(=O)c1ccccc1)c1ccc(Cl)cc1 (stereo unspecified) | -4%
O=C1C2C3C=CC(CO)(O3)C2C(=O)N1c1ccccc1-c1ccccc1 (stereo unspecified) | -12%
CCn1c2ccccc2c2cc(N)ccc21 | 26%
CCN(C(=O)c1ccco1)c1nc(CC(=O)Nc2ccc(Cl)cc2)cs1 | -3%
COc1cccc(C2NC(=O)c3ccccc3O2)c1OC (stereo unspecified) | 0%
COC(=O)C1C(=O)C2=C(CC1C)NC(C)=C(C(=O)OC(C)C)C2c1ccc(OC)c(O)c1 (stereo unspecified) | -11%
Cc1cccc(NC(=O)Cn2nnc(C(=O)NCc3cccs3)c2N)c1C | -2%
COc1ccc(CCNC(=O)CCN2C(=O)C(C)Oc3ccc(C)cc32)cc1OC (stereo unspecified) | -1%
O=C(CN1CCN(CC(=O)Nc2ccccc2Cl)CC1)Nc1ccc2c(c1)OCCO2 | -11%
Cc1cccc(NC(=O)C2CCN(S(=O)(=O)c3cccc4nsnc34)CC2)n1 | -9%
COC(=O)c1cn(NC(=O)C2CCC(C)CC2)c(=O)c2ccccc12 (stereo unspecified) | 5%
O=C(COc1ccc(Cl)cc1Cl)Nc1nc2n(n1)C(c1ccccc1)CC(=O)N2 (stereo unspecified) | -3%
CCOc1ccc(-n2c(SCC(=O)NC(C)CC)nc3n[nH]c(C)c3c2=N)cc1 (stereo unspecified) | 3%
C#CCOC(=O)CCC(=O)Nc1cc(OC)nc(OC)n1 | -10%
Clc1ccc(-c2ccc(/C=N\n3cnnc3)o2)c(Cl)c1 | 6%
CC(C)COCC1CC2(CC(C)(c3csc(N)n3)OC2=O)C(=O)O1 (stereo unspecified) | -8%
Cc1ccc(S(=O)(=O)c2nc(NCCCn3ccnc3)sc2Cl)cc1 | -2%
O=Cc1cccc(OC(=O)c2ccc(Cl)cc2Cl)c1 | -4%
Cc1cc(-c2ccccc2)n2nc(C)c(-c3ccccc3)c2n1 | -5%
CCCc1nnc(NC(=O)CCC(=O)O)s1 | 4%
CC1(C)CC(=O)C(C=NCCCN2CCCC2=O)=C(O)C1 | -3%
O=C1C2C3C=CC(C3=C(c3ccccc3)c3ccccc3)C2C(=O)N1Cc1ccccc1 (stereo unspecified) | -2%
Cc1oc(-c2ccccc2)nc1C(=O)Nc1nccs1 | 11%
CCOP(=O)(OCC)c1nc(/C=C/c2ccccc2)oc1NCc1ccc(OC)cc1 | 11%
O=[N+]([O-])c1ccc(NC(=S)Nc2ccccc2)c(O)c1 | -2%
O=C1/C(=C\c2ccc3c(c2)OCO3)CCC/C1=C/c1ccc2c(c1)OCO2 | 2%
Cc1oc(-c2ccccc2Cl)nc1CSCC(=O)NC1CC1 | -14%
Cc1cccc(N2C(=O)c3ccccc3C2=O)n1 | 1%
O=C1C=CC(=O)N1c1ccccc1SC(F)(F)F | 3%
CCOC(=O)N1CCC(N2C(=O)c3ccccc3C2Nc2cc(C(=O)OC)cc(C(=O)OC)c2)CC1 (stereo unspecified) | -7%
C=CCNS(=O)(=O)c1cccc2cc(C(=O)O)c(O)cc12 | -33%
O=S(=O)(c1ccc2c(c1)OCO2)N1CCN(c2nnnn2-c2ccccc2)CC1 | 11%
COc1cccc(CNC(=O)C2CCN(S(=O)(=O)N3CC(C)CC(C)C3)CC2)c1 (stereo unspecified) | -1%
O=C(c1ccc(Cl)cc1)c1oc2ccccc2c1CS(=O)c1ccc(Cl)cc1 (stereo unspecified) | -1%
C=CCOc1ccccc1C=C1C(=O)NC(=S)NC1=O | 4%
Cc1ccccc1S(=O)(=O)NC1OC(=O)C(Cl)=C1Cl (stereo unspecified) | 7%
Cc1ccccc1C(=O)N/N=C/c1ccncc1 | -2%
CC(=O)SC(CC(=O)c1ccccc1)c1cn(-c2ccccc2)nc1-c1ccc(C)cc1 (stereo unspecified) | -16%
O=c1ccc(NS(=O)(=O)c2ccc(Cl)cc2)cn1Cc1ccc(Cl)c(Cl)c1 | 2%
COc1ccccc1NC(=O)C1=C(C)Nc2nnnn2C1c1cc(Br)ccc1OC (stereo unspecified) | -30%
Nc1ncnc2nc(SCCc3ccccc3)[nH]c12 | 8%
Cc1nn(CC(=O)Nc2nc3ccccc3s2)c(C)c1[N+](=O)[O-] | -9%
O=C(NCc1ccccc1C(F)(F)F)C1CC(c2ccccc2[N+](=O)[O-])=NO1 (stereo unspecified) | -12%
COc1cccc(NC(=O)c2oc3ccccc3c2NC(C)=O)c1 | 2%

(continued)
SMILES | EphA4 KYL inhibition
CCCNC(=O)NC(=O)CSc1nnc(-c2ccncc2)n1CC | -4%
Cc1cc(N)ccc1N1CCCC1 | -13%
CC(C)(C)c1nc(SCC(=O)Nc2ccc3c(c2)OCCO3)c2ccccc2n1 | -16%
O=C(Nc1ccc(S(=O)(=O)N2CCOCC2)cc1)C1COc2ccccc2O1 (stereo unspecified) | 0%
N#Cc1c(N)oc(-c2ccco2)c1-c1ccco1 | -2%
COc1ccccc1OCc1ccc(C(=O)NCc2cccnc2)o1 | -4%
O=C(CCC(=O)N1CCN(c2ccccn2)CC1)Nc1nnc(C2CCCCC2)s1 | 12%
CC(C)CSc1nc(N2CCOCC2)c2c(c1C#N)CC(C)(C)SC2 | 6%
NC(=O)C1(S(=O)(=O)c2ccccc2)CCCCC1 | 15%
CC1CCC(NC(=O)c2cc3c(=O)n(C)c4ccccc4c3n2C)CC1 (stereo unspecified) | -26%
COCCCNC(=O)CC(NS(=O)(=O)c1ccc(C)cc1)c1ccco1 (stereo unspecified) | -14%
Cc1cc(=O)oc(C)c1C(=O)N1CCCc2ccccc21 | -7%

Retrieved by structure from above:
SMILES | EphA4 KYL inhibition
CCCNC(=O)NC(=O)CSc1nnc(-c2ccncc2)n1CC | -4%
CC(C)(C)c1nc(SCC(=O)Nc2ccc3c(c2)OCCO3)c2ccccc2n1 | -16%

Continued:
SMILES | EphA4 KYL inhibition
CCN(C(=O)COc1cc(=O)n(C)c2ccccc12)c1cccc(Cl)c1 | -2%
Cc1cc(NC(=O)CSc2nc3ccsc3c(=O)n2CCCCC(=O)O)no1 | -8%
COc1ccc2cc(C(=O)Nc3ccc(F)cc3)sc(=O)c2c1OC | -4%
Cn1c(C(=O)NCCN2CCc3ccccc3C2)cc2c(=O)[nH]c3ccccc3c21 | -7%
CCn1c(=O)cc(C(=O)OC)sc1=Nc1ccc(F)c(F)c1 | -2%
O=C(NC(NCCCN1CCOCC1)(C(F)(F)F)C(F)(F)F)C1CCCCC1 | -14%
Nc1ccc(-c2nc3ccc(N)cc3o2)cc1 | -10%
O=C1CC(Sc2ncccn2)C(=O)N1c1ccccc1 (stereo unspecified) | 1%
COC(=O)c1ccc(N2C(=O)CC(N3CCOCC3)C2=O)cc1 (stereo unspecified) | -7%
Cc1ccc(/C=N/NC(=O)c2c[nH]c3ccccc23)s1 | -11%
Cc1ccc(-c2cc(C(=O)NCc3ccco3)c3ccccc3n2)s1 | 12%
O=C(CSc1nnc(Cc2cc(=O)[nH]c(=O)[nH]2)n1-c1ccccc1)N1CCCCC1 | 1%
Cc1ccc2[nH]c(=O)c(C(c3nnnn3C(C)(C)C)N3CCN(C(=O)c4ccco4)CC3)cc2c1 (stereo unspecified) | 11%
CCOCCCN1C(=O)CN(C2CCCCC2)C(=O)C1c1ccc(OCC)c(OC)c1 (stereo unspecified) | -12%

Not all compounds are listed (hit frequency here may not be typical).
